Vif-APOBEC3F blk: qHTS for Inhibitors of Vif-A3F Interactions: qHTS | HeLa A3F-eYFP + Vif (tagged APOBEC3F with the HIV-1 protein that degrades it), YFP fluorescence increase | Potency, µM (top dose mostly 46.1 µM), for inactives: at the top dose activity, negative = active | 390,000 tested, 0.2% active | AID 602313, 2012; further: potency means the concentration at half of the fitted maximal effect; % of control where 0% means no effect; nearly all actives have a fitted effect of over 65% in size
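Fluorescence increase (Ex 488/Em 500-530) after overnight compound treatment at 37 deg C flags inhibition of Vif-driven A3F-eYFP loss in stable HeLa A3F-eYFP/Vif cells seeded overnight beforehand.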
TrxR1 substrate: qHTS Assay for Substrates of Mammalian Selenoprotein Thioredoxin Reductase 1 (TrxR1): qHTS; purified TrxR1 substrate turnover, NADPH consumption readout; Potency, µM (doses to about 114 µM), inactives show at the top dose activity change, negative = substrate turnover; Thioredoxin reductase 1, cytoplasmic (Rattus norvegicus), O89049; 390,000 tested, 0.01% active; further: potency means the concentration at half of the fitted maximal effect; on the % scale 0 is the no-effect control and ±100 the full control effect; nearly all actives have a fitted effect of over 50% in size
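Rat TrxR1, dispensed at 90 nM, was prereduced with 400 uM NADPH (final) for 5 min at ~22 deg C, then incubated with compound 15 min before 400 uM selenite. A first-read NADPH fluorescence drop versus no-compound background flagged substrates.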
RGS4 inh: Inhibitors of Regulator of G Protein Signaling (RGS) 4: qHTS; Regulator of G-protein signaling 4 (Homo sapiens), P49798; Transcreener GDP fluorescence polarization, RGS4-accelerated GTP hydrolysis; Potency, µM (highest dose often 114 µM), inactives show at the top dose activity change, negative = inhibition, most hits filed as inhibitors; 390,000 tested, 0.039% active; further: potency means the concentration at half of the fitted maximal effect; on the % scale 0 is the no-effect control and ±100 the full control effect; nearly all actives have a fitted effect of over 75% in size; some results filed as inactive show a strong effect at the top dose
Target sequence (P49798 whole entry, looked up): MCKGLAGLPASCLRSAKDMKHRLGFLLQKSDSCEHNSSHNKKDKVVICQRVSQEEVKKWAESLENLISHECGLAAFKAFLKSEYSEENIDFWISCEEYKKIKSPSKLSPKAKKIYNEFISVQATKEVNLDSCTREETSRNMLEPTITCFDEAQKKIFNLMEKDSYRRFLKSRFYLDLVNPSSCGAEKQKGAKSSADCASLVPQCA
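MLSMR compounds (23 nl, pin-transferred) preincubated 10 min at room temperature with a 500nM (2x) first reagent, then RGS4 at 900nM (2x) plus Transcreener GDP mix added; fluorescence polarization (620/688 nm) read before and after 90 min at 30 °C.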
TrxR1 inh: qHTS Assay for Inhibitors of Mammalian Selenoprotein Thioredoxin Reductase 1 (TrxR1): qHTS. Potency, µM (top dose mostly 114 µM), without a hit: at the top dose activity change, negative = inhibition, most hits filed as inhibitors. recombinant rTrxR1, NADPH fluorescence consumption, selenite substrate. 390,000 tested, 1% active; further: potency means the concentration at half of the fitted maximal effect; on the % scale 0 is the no-effect control and ±100 the full control effect; nearly all actives have a fitted effect of over 65% in size
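Rat TrxR1 (90 nM in the dispensed reagent) was pre-reduced with 400 uM NADPH for 5 min at room temperature, then incubated with compound for 15 min. After 400 uM selenite was added, NADPH fluorescence (Ex 340/Em 450 nm) was followed for 8 min.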
mIDH1 inhibitor: qHTS for Inhibitors of mutant isocitrate dehydrogenase 1 (IDH1): qHTS. Isocitrate dehydrogenase [NADP] cytoplasmic (Homo sapiens), O75874. IDH1-R132H enzyme, NADPH consumption, diaphorase/resazurin fluorescence. Potency, µM (doses to about 76.6 µM), for the others: at the top dose activity change, negative = inhibition, actives largely listed as inhibitors. 390,000 tested, 0.093% active. AID 602179, 2012; further: potency means the concentration at half of the fitted maximal effect; on the % scale 0 is the no-effect control and ±100 the full control effect; nearly all actives have a fitted effect of over 65% in size
Target sequence (O75874 whole entry R132H, stated change not applied): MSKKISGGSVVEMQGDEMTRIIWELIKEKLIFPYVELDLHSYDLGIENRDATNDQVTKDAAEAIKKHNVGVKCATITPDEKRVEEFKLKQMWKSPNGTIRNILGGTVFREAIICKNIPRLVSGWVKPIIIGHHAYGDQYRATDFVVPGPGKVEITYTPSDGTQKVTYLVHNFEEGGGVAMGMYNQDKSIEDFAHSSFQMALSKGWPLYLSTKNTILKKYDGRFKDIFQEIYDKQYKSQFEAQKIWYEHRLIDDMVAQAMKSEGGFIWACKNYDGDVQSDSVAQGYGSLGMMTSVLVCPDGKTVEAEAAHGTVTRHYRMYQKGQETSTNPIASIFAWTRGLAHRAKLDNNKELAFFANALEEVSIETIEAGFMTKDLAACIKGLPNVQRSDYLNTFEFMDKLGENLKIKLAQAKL
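IDH1-R132H (0.5 ug/mL) preincubated 30 min with compound, then NADPH (0.016 mM) and alpha-KG (2 mM) added; 80 min at RT, pH 7.5. Remaining NADPH coupled via diaphorase/resazurin to fluorescence (540/590 nm); concentration-response curves normalized to no-enzyme control.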
Vif-APOBEC3G blk: qHTS for Inhibitors of Vif-A3G Interactions: qHTS; HeLa A3G-eYFP + Vif (tagged APOBEC3G with the HIV-1 protein that degrades it), YFP fluorescence, overnight; DNA dC->dU-editing enzyme APOBEC-3G (Homo sapiens), Q9HC16; 410,000 tested, 0.076% active; Potency, µM (highest dose often 46.1 µM), inactives show at the top dose activity, negative = active, usual class: inhibitors;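 further: potency means the concentration at half of the fitted maximal effect; on the % scale 0 is the no-effect control and ±100 the full control effect; nearly all actives have a fitted effect of over 60% in size; hits raise eYFP signal because A3G escapes Vif-driven loss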
Target sequence (Q9HC16 whole entry, looked up): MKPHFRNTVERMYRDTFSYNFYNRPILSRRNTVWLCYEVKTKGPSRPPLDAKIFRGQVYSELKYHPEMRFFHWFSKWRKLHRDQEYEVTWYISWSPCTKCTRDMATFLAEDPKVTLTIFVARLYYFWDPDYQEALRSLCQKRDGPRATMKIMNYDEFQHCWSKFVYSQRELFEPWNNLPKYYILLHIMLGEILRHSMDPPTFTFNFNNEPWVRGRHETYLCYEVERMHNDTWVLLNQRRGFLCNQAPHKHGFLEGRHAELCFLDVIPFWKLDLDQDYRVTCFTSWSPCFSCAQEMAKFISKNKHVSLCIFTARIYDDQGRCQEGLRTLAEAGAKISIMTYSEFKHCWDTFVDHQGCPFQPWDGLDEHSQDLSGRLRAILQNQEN
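Read-out is eYFP fluorescence (Ex 488/Em 500-530) from Vif-expressing HeLa A3G-eYFP cells; more signal means A3G escaped Vif-mediated degradation. Cells plated overnight, compound pinned in, incubated overnight at 37 deg C.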
Glioma ERSR ind: qHTS for Inducers of the Endoplasmic Reticulum Stress Response (ERSR) in Human Glioma: qHTS; 420,000 tested, 0.02% active; U87-MG GRP78 promoter luciferase reporter, 16 h; Potency, µM, inactives show at the top dose activation, actives largely listed as activators; further: potency means the concentration at half of the fitted maximal effect; series mostly up to about 76 µM; % of control where 0% means no effect; nearly all actives have a fitted effect of over 35% in size
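Stably transfected U87-MG human glioma cells carrying a GRP78-based luminescent sensor were seeded at 1000 cells/well, pin-dosed with compounds and incubated 16 h. Luciferase reagent was then added, and end-point luminescence was read after 10 min at room temperature.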
LDHA block: qHTS assay for inhibitors of human lactate dehydrogenase. activity change, % (values are at about 110 or 230 µM). purified LDHA, NADH/diaphorase-resazurin fluorescence; stronger effect = lower value. L-lactate dehydrogenase A chain (Homo sapiens), P00338. 480,000 tested, 0.15% active; in the data active means activity change below about -30%; inconclusive means mostly about -25% to -30%;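 further: plate controls were DMSO wells for no effect and wells without enzyme for full effect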
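Human LDH5 (2 nM) was incubated with 0.06 mM NADH and 0.2 mM pyruvate for 5 min at room temperature in Tris pH 7.4. Remaining NADH was coupled through diaphorase/resazurin, and resorufin fluorescence was read at 0 and 20 min.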
USP1 inh: Inhibitors of USP1/UAF1: Primary Screen; recombinant USP1/UAF1, Ub-Rhodamine cleavage fluorescence; Potency, µM (highest dose often 57.1 µM), for the others: at the top dose activity change, negative = inhibition, actives largely listed as inhibitors; 390,000 tested, 0.23% active; further: potency means the concentration at half of the fitted maximal effect; on the % scale 0 is the no-effect control and ±100 the full control effect; nearly all actives have a fitted effect of over 60% in size; inactives centre near -12
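In this screen, compounds sit with the deubiquitinase complex (1nM) for 15 min at room temperature before Ub-Rho is added at 150nM final. Fluorescence rise is then followed for 6 reads every 60 seconds.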
* marks the source's active call; other numbers are inactive results; ? = inconclusive; nt = no result given; & = joins results of further samples; [ ] = another dose, or the depositor's remark. Unless noted, the call rests on the fitted dose curve; in most records, active means well fitted curve in the direction sought with a large enough effect; inconclusive means small, poorly fitted or top-dose-only effect, or another doubt; inactive means no such curve, though single readings can be large; an effect the other way counts as inactive or inconclusive. Some of the compounds tested; the hit share may differ from the screen's.

SMILES | Vif-APOBEC3F blk | TrxR1 substrate | RGS4 inh | TrxR1 inh | mIDH1 inhibitor | Vif-APOBEC3G blk | Glioma ERSR ind | LDHA block | USP1 inh
Cc1ccc(NS(=O)(=O)c2ccc(NC(=O)C3CC3)cc2)c(C)c1 | -1% | -1% | -16% | 10% | 3% | 0% | -6% | 0 | -14%
CCOc1ccc(NC(=O)c2cccc(S(=O)(=O)Nc3c(C)n(C)n(-c4ccccc4)c3=O)c2)cc1 | -1% | -4% | -7% | -5% | 13% | 1% | -1% | -2 | -11%
CCOc1ccc(N(C(=O)CNS(=O)(=O)c2ccccc2)C(CC)C(=O)NCc2ccco2)cc1 (stereo not given) | 4% | 12%[57.1 µM] | 1% | 29%[57.1 µM] | -2% | 2% | -2% | 1 | -7%
COC(=O)N(NC(=O)C(O)(c1ccccc1)c1ccccc1)c1ccc(C)cc1 | 14% | 2% | 10% | 7% | 1% | -3% | -5% | -3 | -4%
CCCCCn1c(Br)nc2c1c(=O)n(CC(N)=O)c(=O)n2C | -3% | 17%[57.1 µM] | -1% | 1%[57.1 µM] | 6% | -3% | -3% | -1 | -12%
C[C@H]1CN([C@@H](C)CO)C(=O)CCCn2nncc2CO[C@@H]1CN(C)S(=O)(=O)c1cn(C)cn1 | 1% | nt | nt | nt | -5% | 3% | -1% | 0 | -25%
COc1ccc(C(=O)CSc2nnc3n2CCCN3C(=O)Nc2ccccc2)cc1 | 10% | 0% | -5% | 0% | 2% | 1% | -4% | -2 | -8%
CCCCC(=O)Nc1nnc(S(=O)(=O)N2CCCc3ccccc32)s1 | -4% | -2% | -20% | 16% | 3% | 2% | -1% | -7 | -23%
CN(Cc1ccccc1)C(=O)CCS(=O)(=O)c1ccc2c(c1)NC(=O)CS2 | -8% | 8% | 5% | 20% | -1% | -8% | -5% | -5 | -15%
CCn1cc(C(=O)NCCCN(CC(C)C)CC(C)C)c(=O)c2cc(S(=O)(=O)N(C)C3CCCCC3)ccc21 | 0%&4% | 0%&-2% | -5%&-16% | 19%&11% | -1%&0% | -5%&-3% | -7%&-3% | 1&-1 | -17%&-33%
O=C(NNC(=O)c1ccccc1O)c1ccc(S(=O)(=O)Nc2ccccc2F)cc1 | -3% | 1% | -19% | 18%[57.1 µM] | 0% | -15% | 6% | 17 | -12%
CCn1cc(C(=O)OCC(=O)Nc2cc(S(=O)(=O)N(C)C)ccc2C)c(=O)c2ccc(C)nc21 | 5% | 12%[57.1 µM] | 13% | 12%[57.1 µM] | -5% | 2% | 1% | -1 | -20%
COc1cccc(CC(=O)Nc2cc(S(=O)(=O)N3CCOCC3)ccc2N2CCOCC2)c1 | -4% | -10% | -1% | -7% | -1% | 4% | -3% | -7 | -2%
CC(=O)N1CCc2c(sc3c2c(=O)n(CCc2ccccc2)c(=O)n3CC(=O)Nc2ccccc2F)C1 | 2% | -1% | 7% | 22% | -15% | -7% | 2% | -2 | ?
Cc1ccc(CN(Cc2cc3cc(C)ccc3[nH]c2=O)Cc2nnnn2Cc2ccccc2)cc1 | nt | 1% | 27% | 27% | nt | 0% | -1% | -9 | nt
C=CCn1c(-c2cc(-c3ccc(C)cc3)nc3ccccc23)n[nH]c1=S | -6% | -6% | -27% | ? | -4% | 3% | 3% | -4 | -28%
CC(=O)NS(=O)(=O)c1ccc(NC(=O)C(Sc2ccccc2)c2ccccc2)cc1 (stereo not given) | 3% | -8% | 18% | 3%[57.1 µM] | -2% | 0% | -5% | -3 | -8%
C[C@H]1CN=C(Nc2ccccc2)N1CCc1ccc(F)cc1 | 1% | 4%[57.1 µM] | -42% | -11% | -6% | 3% | -7% | -9 | -4%
COc1ccc(NS(=O)(=O)c2cccc(NC(=O)c3ccc(S(=O)(=O)N4CCCCCC4)cc3)c2)cc1 | -22% | -13% | -2% | -6% | -1% | -6% | -5% | -9 | -6%
O=C(Nc1ccc(F)cc1F)c1cnn(-c2ccc(F)cc2)c1-n1cccc1 | -16% | 4% | -15% | 8% | -9% | -4% | -4% | 9 | -18%
CCC(=O)N1CCN(c2ccc(NC(=O)c3ccccc3)cc2)CC1 | 3% | -6% | 10% | -8% | 9% | -3% | 2% | 0 | -22%
Cc1ccc(OC(=O)c2ccc(C)c([N+](=O)[O-])c2)cn1 | -1% | 2% | 31% | 20% | 0% | -1% | -2% | -1 | -21%
COc1ccc(-c2cc(C(F)(F)F)nc(SCC(=O)N(C)Cc3cn(C)nc3C)n2)cc1OC | -12% | 19% | -16% | ? | 8% | 0% | -4% | -1 | -16%
COc1ccc(-c2oc(=O)c3cc(OC)c(OC)cc3c2-c2ccc3c(c2)OCO3)cc1 | 0% | 11%[57.1 µM] | 10% | 38% | 21% | 1% | -1% | -7 | -8%
O=C(CCC(=O)Nc1ccccc1)NNC(=O)COc1ccccc1 | -1% | -2% | 0% | 10% | -1% | 0% | -5% | -6 | -11%
The list continues:
SMILES | Vif-APOBEC3F blk | TrxR1 substrate | RGS4 inh | TrxR1 inh | mIDH1 inhibitor | Vif-APOBEC3G blk | Glioma ERSR ind | LDHA block | USP1 inh
Cc1ccc(CN2CCC(CNC(=O)c3cc4ccc5cccnc5c4[nH]3)CC2)cc1 | 3% | 1% | -30% | 6% | 0% | 3% | -10% | 2 | -8%
CCOc1ccccc1-c1noc(CCCC(=O)NC2CCCCC2)n1 | 0% | 11%[0.0914 µM] | -13% | 15%[57.1 µM] | 7% | -6% | 0% | -9 | -7%
Cc1ccccc1NC(=O)CCSc1nnnn1-c1ccccc1 | 3% | 1% | -18% | 5% | 7% | 0% | -1% | 6 | -6%
O=C(O)c1cc(Cl)c2ccccc2c1O | 1% | 78%[activator] | -14% | -7% | 2% | -8% | 1% | 0 | -17%
COCCSc1nnc(NC(=O)C2CC(=O)N(C3CCCC3)C2)s1 (stereo not given) | 2% | -2% | 15% | 4% | -2% | 2% | -4% | -13 | -18%
Cc1cc(=O)oc2cc(OCC(=O)NC3(C#N)CCCCC3)ccc12 | 0% | nt | nt | nt | -5% | -2% | -2% | -7&-9 | -5%
Cc1c(C(=O)NCC2CCCO2)oc2ccc(S(=O)(=O)N3CC(C)CC(C)C3)cc12 (stereo not given) | -6% | -5% | 0% | -9% | -5% | 5% | -7% | -14 | ?
O=C(Nc1ccc(CN2CCOCC2)cc1)c1ccc(-c2cccc(Cl)c2)o1 | -1% | -8% | -10% | -30% | 1% | 4% | -10% | 1 | -23%
CCC(=O)c1ccc(/C=C/c2nc3ccccc3n2C)o1 | 15% | 80%[activator][57.1 µM] | -24% | -5%[57.1 µM] | 6% | -2% | -8% | -5 | -9%
CCCNC(=S)NNC(=O)c1cccs1 | 0% | 9% | -15% | 17% | 19% | 2% | -2% | -5 | -10%
CCc1c(C)nc2nc(SCc3ccccc3Cl)[nH]n2c1=O | 4% | -3% | -7%[56.9 µM] | 11% | -3% | -13% | 1% | -3 | -11%

A different layout for some results above:
Sequence of screens: Vif-APOBEC3F blk | TrxR1 substrate | RGS4 inh | TrxR1 inh | mIDH1 inhibitor | Vif-APOBEC3G blk | Glioma ERSR ind | LDHA block | USP1 inh
- CC(=O)NS(=O)(=O)c1ccc(NC(=O)C(Sc2ccccc2)c2ccccc2)cc1 (stereo not given)
    3% | -8% | 18% | 3%[57.1 µM] | -2% | 0% | -5% | -3 | -8%
- C[C@H]1CN=C(Nc2ccccc2)N1CCc1ccc(F)cc1
    1% | 4%[57.1 µM] | -42% | -11% | -6% | 3% | -7% | -9 | -4%

Profiles, quoted from the list.
O=C(Nc1ccc(CN2CCOCC2)cc1)c1ccc(-c2cccc(Cl)c2)o1 across the screens: Vif-APOBEC3F blk: -1%; TrxR1 substrate: -8%; RGS4 inh: -10%; TrxR1 inh: -30%; mIDH1 inhibitor: 1%; Vif-APOBEC3G blk: 4%; Glioma ERSR ind: -10%; LDHA block: 1; USP1 inh: -23%
CCCNC(=S)NNC(=O)c1cccs1 across the screens: Vif-APOBEC3F blk: 0%; TrxR1 substrate: 9%; RGS4 inh: -15%; TrxR1 inh: 17%; mIDH1 inhibitor: 19%; Vif-APOBEC3G blk: 2%; Glioma ERSR ind: -2%; LDHA block: -5; USP1 inh: -10%
